NadD block – inhibitors of Staphylococcus aureus NadD; purified NadD enzyme, colorimetric absorbance read-out; inhibition, % at 20 µM; actives 0.78% (n = 360,000); in the data active = inhibition above about 26%; note: some compounds past the cut are filed as inactive
SUMO1-SIM PPI – SUMO1-SIM interaction modulation. SUMO1 binding to a labelled peptide, TR-FRET, 1 h. inhibition, % at 20 µM. actives 0.33% (n = 360,000). AID 602429; in the data active = inhibition above about 37%
Rin1 Abl inh – inhibitors of human Rin1-Abl protein interaction; TR-FRET Rin1/Abl binding, biochemical; inhibition, % at 7.35 µM; actives 0.4% (n = 360,000); AID 588664; in the data active = inhibition above about 5%, passing the limit was not always enough
LMPTP block – LMPTP (human) inhibition. inhibition, % at 20 µM. actives 0.22% (n = 360,000). recombinant LMPTP-A, OMFP fluorogenic substrate, fluorescence intensity;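 active = compounds that cut the enzyme signal by at least half of the control window in the single-dose screen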;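 note: plate controls were DMSO wells with enzyme plus substrate for no effect and substrate without enzyme for full effect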
Target sequence (P24666 whole entry, looked up): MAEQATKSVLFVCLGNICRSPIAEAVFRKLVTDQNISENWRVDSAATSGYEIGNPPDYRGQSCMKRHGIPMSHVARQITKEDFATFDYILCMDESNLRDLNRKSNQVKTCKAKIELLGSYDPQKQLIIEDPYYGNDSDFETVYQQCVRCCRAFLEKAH
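Assay system: LMPTP-A, protein tyrosine phosphatase of low molecular weight / Medium: pH 6.0 Bis-Tris buffer with DTT and Triton X-100 / Schedule: 50 min enzyme reaction at room temperature, protected from light / Measured by: endpoint fluorescence intensity from OMFP dephosphorylation / Read-out basis: % inhibition relative to no-enzyme and uninhibited control wells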
Scp1 inh – inhibitors of human Scp-1 phosphatase; Recombinant Scp1, phosphopeptide, malachite green phosphate absorbance; AID 493091; Q9GZU7; actives 0.88% (n = 340,000); inhibition, % at 20 µM;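 active = inhibition above about 50% at 20 µM, limit read from the data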;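 note: plate controls were DMSO wells with enzyme for no effect and wells lacking enzyme for full effect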
Target sequence (Q9GZU7 76-261 limits assumed): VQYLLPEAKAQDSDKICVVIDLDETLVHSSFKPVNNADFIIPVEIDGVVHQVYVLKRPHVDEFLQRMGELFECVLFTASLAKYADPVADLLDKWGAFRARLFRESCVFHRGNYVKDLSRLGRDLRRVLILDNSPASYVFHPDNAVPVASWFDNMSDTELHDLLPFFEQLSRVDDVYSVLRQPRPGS
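Assay system: SCP-1 catalytic fragment, aa 76-261 | Buffer or medium: Tris acetate buffer pH 5.5 with MgCl2 and Tween-20 | Compound: One concentration, 20 µM, with 1.0% DMSO | Also added: Phospho 17-mer peptide substrate | Signal: Absorbance at 630 nm | Incubation: 45 min enzyme reaction at room temperature | Measure: % inhibition of SCP-1 phosphate liberation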
Neddylation inh – inhibitors of human cullin neddylation; TR-FRET cullin neddylation, biochemical; P61081+Q13564; actives 0.58% (n = 360,000); calls only at 25 µM; in the data active = inhibition above about 36%
DNMT1 block – DNMT1 (human) enzyme inhibition | inhibition (reported as % activation of signal), % at 10 µM | actives 0.83% (n = 360,000) | P26358 | DNMT1 molecular beacon, Hinp1I cleavage, fluorescence; in the data active = inhibition above about 50%
CSN inh – inhibitors of human CSN-mediated cullin deneddylation; Q92905; Purified CSN, SCF-Nedd8-OG deneddylation, fluorescence polarization; inhibition, % at 12.5 µM; actives 0.38% (n = 360,000); AID 651999;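 active = pattern-corrected inhibition above about 35%, with an unprinted fluorescence ratio check between 0.5 and 1.5, limit read from the data, passing the limit was not always enough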;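 note: 0% = enzyme with substrate and 100% = substrate without enzyme; some results filed as inactive read as strong as hits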
Target sequence (Q92905 whole entry, looked up, one chain of several): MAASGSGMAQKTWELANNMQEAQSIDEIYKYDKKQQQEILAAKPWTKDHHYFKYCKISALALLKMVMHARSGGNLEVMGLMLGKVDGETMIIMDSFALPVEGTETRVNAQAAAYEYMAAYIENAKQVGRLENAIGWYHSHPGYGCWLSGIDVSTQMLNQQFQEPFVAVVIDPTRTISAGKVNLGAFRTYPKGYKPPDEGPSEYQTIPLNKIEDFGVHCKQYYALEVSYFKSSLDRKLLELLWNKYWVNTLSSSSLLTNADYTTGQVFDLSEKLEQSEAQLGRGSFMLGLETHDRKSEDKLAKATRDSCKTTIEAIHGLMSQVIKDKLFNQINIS
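Test system: Human Csn5 produced in HEK293T cells | Compound: 12.5 µM single point | Times: 90 min, room temperature | Signal: Fluorescence polarization readout | Read-out basis: % inhibition of substrate cleavage by Csn5 | Controls: no-enzyme wells high, enzyme-with-substrate wells low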
STEP inh – STEP (human) phosphatase inhibition | actives 0.25% (n = 360,000) | P54829 | inhibition, % at 20 µM | recombinant STEP, OMFP fluorogenic substrate, fluorescence;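 active = inhibition at 20 µM, scaled per plate between control wells, above about 37%, limit read from the data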;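 note: 0% = DMSO with enzyme and substrate and 100% = substrate only without enzyme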
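System: STEP phosphatase, cell-free reaction; Buffer or medium: Bis-Tris pH 6.0 buffer with DTT, detergent; Incubation: 20 min at room temperature, dark; Measured by: fluorescence, 480/540 nm.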
Rpn11 inh – Rpn11 (human) deubiquitinase inhibition. calls only at 20 µM. human 26S proteasome, Ub4-pepOG fluorescence polarization; 20S core pre-blocked with epoxomicin. AID 588493. actives 0.59% (n = 360,000). O00487;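 active = inhibition at 20 µM, scaled to each plate's controls, above about 33%, limit read from the data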
Target sequence (O00487 whole entry, looked up): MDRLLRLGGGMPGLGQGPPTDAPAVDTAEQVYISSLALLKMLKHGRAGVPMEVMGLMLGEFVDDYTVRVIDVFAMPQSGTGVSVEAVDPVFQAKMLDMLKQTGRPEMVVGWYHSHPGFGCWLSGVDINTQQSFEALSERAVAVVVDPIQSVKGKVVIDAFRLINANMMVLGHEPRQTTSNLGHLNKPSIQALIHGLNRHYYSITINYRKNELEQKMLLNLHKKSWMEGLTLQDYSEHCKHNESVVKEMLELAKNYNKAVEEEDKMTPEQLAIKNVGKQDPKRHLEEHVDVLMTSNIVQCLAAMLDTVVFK
Active calls of the source: *.

`C=CCn1c(SCC(=O)NCc2ccc3c(c2)OCO3)nc2scc(-c3ccc(F)cc3)c2c1=O` gave NadD block -1, SUMO1-SIM PPI -2, Rin1 Abl inh 6, LMPTP block -0.1, Scp1 inh -3, Neddylation inh inactive, DNMT1 block 11, CSN inh -2, STEP inh -12 and Rpn11 inh inactive.
`COc1ccc(NC(=S)NC23CC4CC(CC(C4)C2)C3)cc1OC` gave NadD block 2, SUMO1-SIM PPI 8, Rin1 Abl inh -1, LMPTP block 1.5, Scp1 inh 2, Neddylation inh inactive, DNMT1 block -3, CSN inh 6, STEP inh 3 and Rpn11 inh inactive.
Cc1ccc(C(=O)NCC(=O)OCc2c(F)cccc2Cl)s1 was read as NadD block 4, SUMO1-SIM PPI 4, Rin1 Abl inh 1, LMPTP block 0.5, Scp1 inh 10, Neddylation inh inactive, DNMT1 block 3, CSN inh 4, STEP inh -1 and Rpn11 inh inactive.
Screening Cc1noc(COc2ccccc2OCc2onc(C)c2Cl)c1Cl returned NadD block -4, SUMO1-SIM PPI 1, Rin1 Abl inh -4, LMPTP block 2.3, Scp1 inh -8, Neddylation inh inactive, DNMT1 block -2, CSN inh 2, STEP inh 0 and Rpn11 inh inactive.
`Cc1cc(N2CCCC2)nc2ccc(NC(=S)NC(C)C)cc12` gave NadD block 11, SUMO1-SIM PPI 3, Rin1 Abl inh -13, LMPTP block 26, Scp1 inh -4, DNMT1 block -14, CSN inh 3, STEP inh 2 and Rpn11 inh inactive.
CCN(CC)CCOC(=O)CCc1cccc2ccccc12 was read as NadD block -6, SUMO1-SIM PPI 1, Rin1 Abl inh 0, LMPTP block -1.5, Scp1 inh -9, Neddylation inh inactive, DNMT1 block 8, CSN inh 0, STEP inh 3 and Rpn11 inh inactive.
`O=C(NCC(c1cccs1)N1CCOCC1)c1ccc(Cl)s1` (stereo not drawn) gave NadD block 2, SUMO1-SIM PPI 0, Rin1 Abl inh 1, LMPTP block -2.2, Scp1 inh 13, Neddylation inh inactive, DNMT1 block 1, CSN inh 1, STEP inh 0 and Rpn11 inh inactive.
CCC(=O)Nc1cccc(-c2csc(-c3ccccc3)n2)c1 was read as NadD block 0, SUMO1-SIM PPI 0, Rin1 Abl inh 1, LMPTP block -0.6, Scp1 inh -4, Neddylation inh inactive, DNMT1 block 7, CSN inh -1, STEP inh 0 and Rpn11 inh inactive.
`O=C(Nc1ccc(N2CCN(C(=O)c3cccs3)CC2)cc1)c1cccnc1Cl` gave NadD block 5, SUMO1-SIM PPI -2, Rin1 Abl inh 0, LMPTP block 0.0, Scp1 inh -7, Neddylation inh inactive, DNMT1 block 1, CSN inh -1, STEP inh -2 and Rpn11 inh inactive.
`CCOC(=O)C[C@H]1c2cc(F)ccc2S(=O)(=O)N1C1CCCC1` gave NadD block 0, SUMO1-SIM PPI 2, Rin1 Abl inh 3, LMPTP block -0.9, Scp1 inh -11, Neddylation inh inactive, DNMT1 block 3, CSN inh -1, STEP inh 0 and Rpn11 inh inactive.
`O=C(c1ccc(-n2cncn2)c([N+](=O)[O-])c1)N1CCN(c2cccc(Cl)c2)CC1` gave NadD block -7, SUMO1-SIM PPI -23, Rin1 Abl inh -3, LMPTP block 0.6, Scp1 inh -8, Neddylation inh inactive, DNMT1 block 1, CSN inh 2, STEP inh -1 and Rpn11 inh inactive.
Screening COc1ccc(CCN(Cc2ccccn2)C(=S)Nc2ccccc2F)cc1OC returned NadD block -1, SUMO1-SIM PPI 2, Rin1 Abl inh 2, LMPTP block -0.9, Scp1 inh -2, Neddylation inh inactive, DNMT1 block 0, CSN inh 1, STEP inh -3 and Rpn11 inh inactive.
CCOC(=O)c1sc(NC(=O)c2cccs2)cc1C was read as NadD block -4, SUMO1-SIM PPI 0, Rin1 Abl inh -3, LMPTP block 1.5, Scp1 inh -3, DNMT1 block -3, CSN inh 3, STEP inh 4 and Rpn11 inh inactive.
CCOc1ccc2nc(N/C(N)=N/C(=S)Nc3ccc(OC)cc3)nc(C)c2c1 was read as NadD block 16, SUMO1-SIM PPI -7, Rin1 Abl inh 4, LMPTP block -1.3, Scp1 inh 3, Neddylation inh inactive, DNMT1 block -11, CSN inh -2, STEP inh 3 and Rpn11 inh inactive.
For Cc1cccc(C(=O)NCC(C)NC(=O)c2cccc(C)c2)c1 (stereo not drawn) the results were NadD block 1, SUMO1-SIM PPI 0, Rin1 Abl inh 0, LMPTP block -1.3, Scp1 inh -2, Neddylation inh inactive, DNMT1 block 1, CSN inh -1, STEP inh 0 and Rpn11 inh inactive.
For CCNC(=O)NC(=O)C(C)OC(=O)C(C)(C)Oc1ccc(Cl)cc1 (stereo not drawn) the results were NadD block 9, SUMO1-SIM PPI 2, Rin1 Abl inh 2, LMPTP block -0.3, Scp1 inh -10, Neddylation inh inactive, DNMT1 block 0, CSN inh -5, STEP inh -4 and Rpn11 inh inactive.
For C=CCn1c(C)nnc1SCC(=O)Nc1oc(C)c2c(C)n[nH]c(=O)c12 the results were NadD block -5, SUMO1-SIM PPI -12, Rin1 Abl inh 2, LMPTP block -5.3, Scp1 inh 3, Neddylation inh inactive, DNMT1 block 0, CSN inh 0, STEP inh -3 and Rpn11 inh inactive.
Screening COc1cccc(NC(=O)CC(c2ccc(OC(C)C)cc2)c2ccccc2OC)c1 (stereo not drawn) returned NadD block -4, SUMO1-SIM PPI -1, Rin1 Abl inh 0, LMPTP block -1.9, Scp1 inh 2, Neddylation inh inactive, DNMT1 block 30, CSN inh 3, STEP inh -1 and Rpn11 inh inactive.
Screening O=C(c1ccc2c(c1)N(Cc1ccccc1)CCS2)N1CCCCC1 returned NadD block -2, SUMO1-SIM PPI 5, Rin1 Abl inh 2, LMPTP block 0.8, Scp1 inh -16, Neddylation inh inactive, DNMT1 block 2, CSN inh -1, STEP inh 2 and Rpn11 inh inactive.
For CCN(CC)S(=O)(=O)c1ccc(C(=O)NCC(=O)NCc2ccc3c(c2)OCO3)cc1 the results were NadD block 0, SUMO1-SIM PPI 1, Rin1 Abl inh 1, LMPTP block -0.1, Neddylation inh inactive, DNMT1 block -2, CSN inh -2, STEP inh -1 and Rpn11 inh inactive.
Screening Cc1cccc(N(CC(=O)Nc2c(C)n(C)n(-c3ccccc3)c2=O)S(C)(=O)=O)c1C returned NadD block -1, SUMO1-SIM PPI 1, Rin1 Abl inh 6, LMPTP block -0.3, Scp1 inh 7, Neddylation inh inactive, DNMT1 block 5, CSN inh -4, STEP inh -3 and Rpn11 inh inactive.
Screening Cc1ccc(CC(=O)N/N=C/c2ccc(OC(=O)c3ccc([N+](=O)[O-])cc3)cc2)cc1 returned NadD block 33*, SUMO1-SIM PPI -6, Rin1 Abl inh 3, LMPTP block 15, Scp1 inh 61*, Neddylation inh inactive, DNMT1 block 41, CSN inh -13, STEP inh 3 and Rpn11 inh inactive.
`O=C(CCc1ccc(Oc2cc([N+](=O)[O-])cc([N+](=O)[O-])c2)cc1)NC1CCCC1` gave NadD block -7, SUMO1-SIM PPI -31, Rin1 Abl inh -2, LMPTP block 1.0, Scp1 inh -7, Neddylation inh inactive, DNMT1 block -2, CSN inh 1, STEP inh 3 and Rpn11 inh inactive.
Screening CN(Cc1ccccc1)C1CCCN(C(=O)c2ccc(Cl)s2)C1 (stereo not drawn) returned NadD block -5, SUMO1-SIM PPI 0, Rin1 Abl inh -3, LMPTP block -0.9, Scp1 inh 5, Neddylation inh inactive, DNMT1 block 3, CSN inh 2, STEP inh -1 and Rpn11 inh inactive.
For COc1cc(NC(=O)c2cccs2)c(OC)cc1NC(=O)CCC(=O)Nc1cccc2ncccc12 the results were NadD block -2, SUMO1-SIM PPI 18, Rin1 Abl inh -3, LMPTP block 1.2, Scp1 inh -3, Neddylation inh inactive, DNMT1 block -6, CSN inh 14, STEP inh 5 and Rpn11 inh inactive.
For COc1ccc(NC(=S)NCc2cccs2)cc1OC the results were NadD block -3, SUMO1-SIM PPI 1, Rin1 Abl inh 3, LMPTP block 1.2, Scp1 inh -8, Neddylation inh inactive, DNMT1 block -4, CSN inh -4, STEP inh 2 and Rpn11 inh inactive.
`Cc1ccc(NC(=O)COC(=O)Cn2c(C)csc2=O)cc1` gave NadD block -1, SUMO1-SIM PPI 2, Rin1 Abl inh 0, LMPTP block 0.2, Scp1 inh -8, Neddylation inh inactive, DNMT1 block 1, CSN inh 1, STEP inh -1 and Rpn11 inh inactive.
Screening Cc1cc(NC(=O)CSc2nc(C3CCCCC3)nc3ccccc23)no1 returned NadD block -2, SUMO1-SIM PPI 1, Rin1 Abl inh -1, LMPTP block 0.7, Scp1 inh 0, Neddylation inh inactive, DNMT1 block 0, CSN inh -1, STEP inh 1 and Rpn11 inh inactive.
Screening COc1ccccc1C(CNC(=O)c1cccc(NS(=O)(=O)c2ccc(Br)cc2)c1)N(C)C (stereo not drawn) returned NadD block -3, SUMO1-SIM PPI -3, Rin1 Abl inh 4, LMPTP block -1.5, Scp1 inh 10, Neddylation inh inactive, DNMT1 block 2, CSN inh -1, STEP inh -1 and Rpn11 inh inactive.

5 consecutive compounds out of the list so far:
`C=CCn1c(SCC(=O)NCc2ccc3c(c2)OCO3)nc2scc(-c3ccc(F)cc3)c2c1=O` gave NadD block -1, SUMO1-SIM PPI -2, Rin1 Abl inh 6, LMPTP block -0.1, Scp1 inh -3, Neddylation inh inactive, DNMT1 block 11, CSN inh -2, STEP inh -12 and Rpn11 inh inactive.
`COc1ccc(NC(=S)NC23CC4CC(CC(C4)C2)C3)cc1OC` gave NadD block 2, SUMO1-SIM PPI 8, Rin1 Abl inh -1, LMPTP block 1.5, Scp1 inh 2, Neddylation inh inactive, DNMT1 block -3, CSN inh 6, STEP inh 3 and Rpn11 inh inactive.
Cc1ccc(C(=O)NCC(=O)OCc2c(F)cccc2Cl)s1 was read as NadD block 4, SUMO1-SIM PPI 4, Rin1 Abl inh 1, LMPTP block 0.5, Scp1 inh 10, Neddylation inh inactive, DNMT1 block 3, CSN inh 4, STEP inh -1 and Rpn11 inh inactive.
Screening Cc1noc(COc2ccccc2OCc2onc(C)c2Cl)c1Cl returned NadD block -4, SUMO1-SIM PPI 1, Rin1 Abl inh -4, LMPTP block 2.3, Scp1 inh -8, Neddylation inh inactive, DNMT1 block -2, CSN inh 2, STEP inh 0 and Rpn11 inh inactive.
`Cc1cc(N2CCCC2)nc2ccc(NC(=S)NC(C)C)cc12` gave NadD block 11, SUMO1-SIM PPI 3, Rin1 Abl inh -13, LMPTP block 26, Scp1 inh -4, DNMT1 block -14, CSN inh 3, STEP inh 2 and Rpn11 inh inactive.

High-throughput results as filed in PubChem BioAssay.
